From PubChem BioAssay
KOR beta-arrestin-1: KOR agonists, beta-arrestin recruitment, primary screen, cell-based, luminescence, uHTS (AID 1777); KOR beta-arrestin recruitment, luminescence; higher % means a stronger effect; activation, % at 10 µM; hits with a dose series show EC50 in µM; 0.02% of 280,000 active; in the data active = activation above about 50%, passing the limit was not always enough; note: a part of the inactive calls stands beside numbers as strong as those of hits
NOD1 NF-kB reporter: NOD1 signaling inhibitors, primary screen, cell-based, luminescence, uHTS (AID 1578); inhibition, % at 4 µM, or EC50 in µM where a hit was titrated; 1% of 290,000 active; NOD1-driven NF-kB luciferase reporter cells, luminescence; higher % means a stronger effect; in the data active = inhibition mostly above about 36%, no sharp cut-off; inactive = mostly below about 34%;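 note: HEK-293T reporter cells stimulated with the NOD1 agonist gamma-tri-DAP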
HEK293 NOD2/NF-kB: inhibition of NOD2-driven NF-kB reporter – cell-based, luminescence, uHTS, HEK293 (AID 1566); HEK293 NOD2/NF-kB luciferase reporter, luminescence; higher % means a stronger effect; inhibition, % at 4 µM, or EC50 in µM where a hit was titrated; 0.63% of 290,000 active; note: many of its hits are not listed in these tables
HIV peptide binding: inhibitors of HIV fusion peptide binding, primary screen, biochemical, uHTS, fluorescence dequenching (AID 1986); cell-free peptide binding, fluorescence dequenching, 30 min; higher % means a stronger effect; one-dose inhibition, % at 20 µM; IC50 in µM for titrated hits; 0.3% of 290,000 active; in the data active = inhibition mostly above about 52%, no sharp cut-off; inactive = mostly below about 76%; note: some results filed as inactive read as strong as hits
GPR55 activation: selective activators of receptor GPR55 – imaging, U2OS cells, beta-arrestin-GFP redistribution, primary screen (AID 1961); U2OS GPR55 beta-arrestin-GFP redistribution imaging; higher % means a stronger effect; activation, % at 10 µM; hits with a dose series show EC50 in µM; 0.048% of 290,000 active;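 active = activation above 40% with more than 50 cells counted in the well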;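 note: U2OS osteosarcoma cells stably expressing GPR55 and beta-arrestin-GFP; plate controls were DMSO negative control for no effect and LPI positive control for full effect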
SV40 large T antigen: SV40 large T antigen inhibitors, biochemical (AID 1903); 0.39% of 310,000 active; inhibition, % at 20 µM, or IC50 in µM where a hit was titrated; SV40 large T antigen ATPase/helicase inhibition assay; higher % means a stronger effect; in the data active = a potency from the dose series; note: strong numbers were not always called active
MgcRacGAP inhibition: MgcRacGAP GTPase-activating activity inhibitors, confirmation, biochemical, ADP Hunter fluorescence; MgcRacGAP-stimulated Rac1 GTP hydrolysis, ADP Hunter fluorescence; higher % means a stronger effect; GST-tagged Rac1 F28L mutant substrate; one-dose inhibition, % at 30 µM; IC50 in µM for titrated hits; 0.6% of 340,000 active; AID 624330;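 active = first-screen hits whose inhibition reached a set limit at any dose in the follow-up dose series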;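 note: fluorescence reports GDP produced by GAP-driven GTP hydrolysis; strong numbers were not always called active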
GPR55 LPI antagonism: GPR55 antagonists blocking LPI-driven arrestin recruitment, primary screen, imaging, U2OS, beta-arrestin-GFP, LPI agonist (AID 2013). U2OS GPR55 beta-arrestin-GFP translocation imaging, LPI antagonism; higher % means a stronger effect. inhibition, % at 10 µM, or IC50 in µM where a hit was titrated. 0.13% of 290,000 active;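 active = spots per cell inhibited over 60%, with over 100 cells counted and total cytoplasm intensity under 500,000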;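 note: U2OS cells stably carrying GPR55 and arrestin-GFP stimulated by 5 µM LPI near EC80; imaged beta-arrestin-GFP aggregate spots per cell after agonist stimulation; plate controls were LPI-stimulated DMSO wells for no effect and DMSO wells without LPI for full effect; some results filed as inactive read as strong as hits; confirmed hits need IC50 under 10 µM and bright autofluorescent wells are also inconclusive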
KOR beta-arrestin-2: kappa opioid receptor blockers – cell-based, luminescence, uHTS (AID 1778); KOR beta-arrestin recruitment, luminescence, antagonist mode; higher % means a stronger effect; inhibition, % at 10 µM, or IC50 in µM where a hit was titrated; 0.091% of 290,000 active; note: strong numbers were not always called active
An asterisk follows results filed as active; x = no result given; [ ] = another dose, or the depositor's remark. Cut-off read from the data, not from the text of the source, unless noted: active = inhibition above about 50%; inactive = the rest. These rows are one share of the data; count on the stated rates, not on these rows.

entry	molecule	KOR beta-arrestin-1	NOD1 NF-kB reporter	HEK293 NOD2/NF-kB	HIV peptide binding	GPR55 activation	SV40 large T antigen	MgcRacGAP inhibition	GPR55 LPI antagonism	KOR beta-arrestin-2
1	COC(=O)C1=C(C)N(C)C(C)=C(C(=O)OC)C1c1ccccc1C	-7.7%	-14%	0%	-1.0%	-0.2%	4%	4%	11%	-12%
2	CSc1nc(NCCCN(C)C)c2c3c(sc2n1)CN(C)CC3	-7.5%	-2%	8%	-1.2%	0.0%	-7%	x	-6%	6%
3	O=C(c1cccs1)N1CCC(c2nc3c(nnn3Cc3ccccc3Cl)c(=O)[nH]2)CC1	0.0%	-21%	26%	-0.1%	0.0%	10%	8%	4%	-10%
4	CCC1CCc2c(sc(NC(=O)c3cccnc3)c2C(N)=O)C1 (configuration not stated)	-1.3%	-34%	4%	0.1%	-0.1%	6%	12%	12%	-42%[20 µM]
5	CSc1nnc(CCCCCNC(=O)OC(C)(C)C)o1	-0.5%	-6%	18%	-0.5%	0.3%	9%	7%	9%	-1%
6	O=C(NNC(=O)[C@H]1CC=CC[C@H]1C(=O)O)c1ccc(Cl)cc1Cl	-7.2%	-5%	14%	-1.5%	0.5%	21%	2%	4%	30%
7	O=C(Nc1ccccc1)c1cccc(C(=O)Nc2ccccc2)n1	9.5%	-13%	14%	-0.3%	-0.1%	4%	2%	6%	-15%
8	COc1ccc(CNC(=O)COc2ccc(F)cc2)cc1	-6.5%	-61%	6%	0.4%	0.2%	9%	0%	1%	-5%
9	Cc1[nH]c2ccc(S(N)(=O)=O)cc2c1C	3.2%	2%	-10%	2.8%	0.3%	3%	-1%	-1%	13%
10	COc1ccc(Br)cc1CNC(=O)C1CCN(C(=O)N(C)C)CC1	10%	-6%	10%	0.4%	-0.4%	19%	5%	2%	-24%
11	CC(C)Cc1nnc(NC(=O)CCC(=O)NCCc2ccc(Cl)cc2)s1	1.6%	-20%	13%	0.1%	-0.2%	14%	5%	5%	-14%
12	COC(=O)C1=C(O)/C(=C/c2cccc(OC)c2O)N=C1C	4.5%	-6%	-2%	-2.2%	-0.1%	15µM*	28%	14%	16%
13	CC(C)(C)OC(=O)NC(CC(=O)OCc1ccccc1)C(=O)O (configuration not stated)	4.5%	-4%	8%	-1.2%	-0.2%	4%	10%	3%	-6%
14	O=c1c2[nH]c3cccc(Cl)c3c2ncn1Cc1ccco1	-4.3%	-3%	9%	-0.9%	0.3%	12%	12%	7%	-4%
15	O=C(Nc1nonc1-c1ccc(F)cc1)c1ccco1	-5.2%	-29%	12%	0.8%	0.2%	33%	-1%	-6%	-21%
16	CCOC(=O)C1(Cc2ccccc2)CCN(Cc2cccn2-c2nccs2)CC1	x	0%	-1%	-0.6%	-0.1%	4%	0%	6%	10%[20 µM]
17	CSc1ccccc1C(=O)NC1CCCC1	2.6%	-8%	-1%	0.0%	0.3%	2%	0%	-29%	-28%
18	O=C(c1ccccc1)N(C1=NCCCCS1)c1ccccc1	6.9%	6%	-16%	-0.7%	-0.3%	1%	0%	5%	23%
19	Cc1ccc(S(=O)(=O)N2CC(C)C(=O)CC2C)cc1 (configuration not stated)	-0.3%	-15%	-2%	-2.2%	0.2%	-1%	1%	16%	1%
20	COc1ccc(/C=C/C2=CCN(Cc3ccc(OC)cc3)CC2)cc1	-2.8%	-2%	-5%	5.5%	-1.0%	2%	x	15%	6%
21	COCn1c(C(O)c2ccccc2)cc2ccccc21 (configuration not stated)	-0.5%	-27%	5%	-0.1%	-0.1%	5%	10%	4%	-12%[20 µM]
22	CCC1(C)CC(CCNS(=O)(=O)c2ccc(C)cc2)(c2ccc(C)cc2)CCO1 (configuration not stated)	4.5%	3%	5%	1.8%	-0.1%	1%	5%	-1%	6%
23	COc1ccc(OC)c(NC(=S)Nc2ccccc2)c1	-3.3%	-6%	4%	-1.4%	0.2%	2%	9%	7%	-9%
24	COc1ccc(S(=O)(=O)N(CCCN2CCOCC2)Cc2cccc(OC)c2OC)cc1	-9.2%	-13%	2%	-0.2%	-0.1%	3%	2%	8%	4%
25	CCN(C(=O)c1cn(C)c(=O)c2cc(OC)c(OC)cc12)c1cc(C)ccc1C	6.9%	-2%	-7%	-1.5%	-0.1%	2%	10%	9%	-12%
26	CCOc1ccc(NC(=O)C[n+]2ccc(N(C)C)cc2)cc1	0.7%	12%	-1%	0.5%	-0.3%	10%	3%	-6%	3%
27	COc1ccc(S(=O)(=O)NC(C)C(=O)Nc2ccccc2)cc1Cl (configuration not stated)	6.8%	-11%	7%	-0.6%	0.4%	8%	-2%	9%	10%
28	COc1ccc(N=Cc2ccc(CNS(=O)(=O)c3ccc(Cl)cc3)o2)cc1	5.0%	-52%	-27%	1.3%	-0.1%	12%	17%	6%	-19%
29	CCNC(=S)N1CCC(c2nc3ccccc3s2)CC1	5.9%	11%	8%	0.0%	0.6%	0%	14%	-9%	3%
30	O=C(/C=C/Nc1ccc(F)c(F)c1)c1ccc(Br)cc1	3.2%	-89%	-50%	3.8%	0.1%	3%	5%	0%	-2%
31	CC(C)(C)C(=O)CSc1ncnc2sc3c(c12)CCC3	-4.6%	-34%	-16%	-0.3%	-0.4%	-1%	3%	-5%	11%
32	CCOC(=O)c1c(C)[nH]c(C(=O)N2CCN(C(=O)OCC)CC2)c1C	-1.2%	-27%	1%	1.4%	-0.3%	4%	9%	-5%	-22%
33	Cc1ccc(C(=O)Nc2nc(=O)n(C)s2)cc1	-3.0%	-59%	-60%	1.5%	0.0%	4%	9%	3%	34%
34	CCOC(=O)/C(C(N)=NCc1ccco1)=C(/O)c1ccccc1	-3.7%	-9%	9%	0.1%	-0.1%	14%	1%	0%	7%
35	C[C@H](NC(=O)N1CCn2c1nc1ccccc12)C(=O)NCC1CCCO1 (some centres not stated)	x	-27%	5%	-0.2%	-0.1%	x	10%	-2%	x
36	O=C(OCc1ccccc1Cl)c1cccnc1Cl	0.4%	-28%	4%	0.8%	0.0%	2%	-2%	-15%	-9%
37	CCOC(=O)C1=NNC(C(=O)c2ccc(OC)cc2)C1c1ccccc1 (configuration not stated)	-2.6%	-45%	0%	0.2%	-0.1%	6%	6%	14%	-28%
38	COc1ccccc1C(=O)C1CCCN(C(=O)c2ccc(C(C)=O)s2)C1 (configuration not stated)	-1.0%	-34%	2%	0.8%	0.2%	10%	0%	14%	16%
39	CCc1nnc(NC(=O)C2CCN(C(=O)c3ccco3)CC2)s1	-3.1%	-26%	8%	0.3%	-0.1%	1%	-2%	6%	3%
40	CCOC(=O)CN1CC23C=CC(O2)C(C(=O)Nc2ccc(F)cc2)C3C1=O (configuration not stated)	-2.5%	-12%	7%	-1.2%	-0.1%	3%	-5%	13%	19%
41	COc1ccc(OCc2nnc(SCC(N)=O)n2-c2ccccc2OC)cc1	3.0%	-9%	-19%	-0.9%	0.3%	3%	9%	4%	-6%
42	CCCOc1ccc(Oc2cc(C)nc(SC)n2)nn1	4.4%	4%	2%	-0.3%	0.5%	-5%	6%	20%	-23%
43	Cc1nn(C)c(C)c1S(=O)(=O)N1CCCC(C(=O)NCCc2ccc(Cl)cc2)C1 (configuration not stated)	-0.8%	2%	7%	-0.7%	0.3%	1%	5%	-5%	-60%
44	CCCCCC[N+](C)(C)CCSSCC[N+](C)(C)CCCCCC	4.8%	5%	-32%	-1.9%	0.0%	25%	25%	1%	-26%
45	Nc1cc(C(F)(F)F)ccc1N1CCOCC1	-1.8%	-28%	8%	1.1%	0.6%	35%	30µM*	-4%	-16%
46	CCOC(=O)c1c(C)[nH]c(C)c1C(=O)CSc1nc2ccccc2c(=O)n1-c1ccc(F)cc1	-1.9%	-20%	-3%	0.1%	0.1%	4%	8%	-3%	-21%
47	CC(NC(=O)Nc1ccc(F)cc1)c1ccc2c(c1)OCO2 (configuration not stated)	1.8%	-17%	-10%	1.5%	0.4%	13%	6%	6%	18%
48	Cc1ncsc1CCOC(=O)c1ccc([N+](=O)[O-])cc1	-1.3%	-1%	15%	0.5%	0.3%	8%	8%	-9%	-16%
49	CCC(=O)c1ccc(OCC(O)CN(CCc2ccccc2)Cc2ccccc2)cc1 (configuration not stated)	0.3%	30%	0%	6.5%	-0.1%	3%	4%	35%	15%
50	Cc1c(C(=O)OCC(=O)NCCN2C(=O)CSC2=O)oc2c1ccc1ccccc12	2.2%	-4%	-5%	0.8%	-0.4%	8%	9%	3%	x
51	CC(C)C(C)(C#N)NC(=O)CSc1nnc(-c2ccncc2)n1Cc1ccccc1 (configuration not stated)	-5.1%	-15%	26%	1.3%	-0.2%	-11%	6%	2%	-18%
52	O=C(Cc1cccs1)N1CCCC(c2nc3c(nnn3Cc3cccc(Cl)c3)c(=O)[nH]2)C1 (configuration not stated)	14%	1%	11%	-0.3%	-0.2%	10%	2%	-7%	8%
53	O=C(C1CCCO1)N1N=C(c2ccc(Br)cc2)CC1c1ccco1 (configuration not stated)	-0.6%	-14%	17%	5.0%	0.1%	4%	7%	-9%	x
54	C=C(C)COc1ccc(-c2nc(N)nc(C)c2-c2ccc(OC)cc2)c(O)c1	-1.4%	11%	20%	2.8%	-0.1%	5%	4%	8%	29%
55	COc1ccc(OC)c(NC(=O)c2cc(-c3ccc(C)cc3O)n[nH]2)c1	-3.5%	-22%	6%	-2.2%	-0.2%	-1%	6%	-2%	-35%
56	CC(C)CNC(=O)c1ccc(C2SCC(=O)N2Cc2ccccc2)cc1 (configuration not stated)	x	-30%	11%	0.5%	-0.1%	23%	6%	1%	-14%[20 µM]
57	COCCn1c(N)c(Sc2ccc(Cl)cc2)c(=O)[nH]c1=O	0.5%	-19%	-10%	0.4%	0.9%	3%	4%	-14%	-17%
58	CSc1nc2ccc(NC(=O)c3nn(C(C)C)c(=O)c4ccccc34)cc2s1	7.4%	38%	11%	-2.1%	0.8%	2%	8%	-9%	-47%
59	O=C(NCc1ccco1)c1ccc(COc2ccc(Cl)cc2)cc1	-2.0%	13%	-12%	-1.2%	-0.1%	1%	-1%	8%	-5%
60	c1coc(CNc2c3c(nc4ncnn24)CCC3)c1	-0.5%	15%	9%	0.1%	-0.2%	11%	0%	-15%	-27%
61	CCc1cccc(C)c1NC(=O)Cn1nc(C)n2cccc2c1=O	-3.6%	-24%	12%	-1.4%	-0.1%	9%	20%	6%	-7%
62	CC1=C(C)CS(=O)N(S(=O)(=O)c2ccc(Cl)cc2)C1 (configuration not stated)	3.4%	42%	4%	1.6%	-0.1%	18µM*	72µM*	25%	-101%
